Screens (PubChem)
TNAP act DEA – human TNAP enzyme activators, primary screen, biochemical, luminescent, intermediate phosphate acceptor level; purified TNAP, CDP-star luminescence, 100 mM DEA, 30 min; hits give high values; scale: 0 levamisole-inhibited, 1 vehicle-only enzyme; activation factor at 20 µM; 64,000 tested, under 10 active;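 active = activation factor of at least 2 at 20 µM, relative to controls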
S1P1 ag-PAM – S1P1 agonists and agonism potentiators, primary screen, cell-based, primary and confirmation screens, CRE-bla reporter; activation, % at 9.5 µM; Sphingosine 1-phosphate receptor 1 (Homo sapiens), P21453; S1P1 CRE-bla cells, forskolin, beta-lactamase FRET, potentiator mode; S1P1 agonist co-added at EC20, 2 nM; 100% = saturating reference agonist, 0% = basal; 56,000 tested, 0.57% active; AID 449, 2006;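 active = activation above a cutoff set at the mean activation of all tested compounds plus 3 SD, cut at about 54% in these data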;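 note: forskolin at 4 µM as EC80 and the EC20 agonist is SEW2871; 100% = SEW2871 at its EC100 plus forskolin at EC80; some compounds past the cut are filed as inactive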
S1P3 agonist – human S1P3 receptor agonists, primary screen, cell-based, primary and confirmation, NFAT-BLA reporter; Sphingosine 1-phosphate receptor 3 (Homo sapiens), Q99500; S1P3 NFAT-BLA reporter cells, agonism, FRET ratio; relative to 1 µM S1P, basal subtracted; activation, % at 4.5 µM; 60,000 tested, 0.1% active;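 active = activation above the screen-wide mean plus 3 SD, cut at about 4.5% in these data, passing the limit was not always enough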; note: some compounds called inactive have numbers as strong as hits
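Material: Human S1P3 NFAT-BLA reporter CHO cells | Incubation: Overnight plating, 4 h compound 37 °C, 2 h substrate RT | Signal: FRET β-lactamase substrate fluorescence, excitation 405 nm, 460/535 nm emission ratio, background-subtracted | Compound: 4.5 µM final, single dose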
D1 mod – D1 CRE-luciferase signal change, two-sided – cell-based, HEK293 D1, dopamine EC30, D1 allosteric modulator project, primary screen; dopamine EC30 potentiation; actives deviate in either direction; B-score at 10 µM; 58,000 tested, 5.9% active;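 active = luminescence count or its row- and column-corrected plate score outside the 99.7% band of the plate's sample wells, on either side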
Target sequence (P21728 whole entry, looked up): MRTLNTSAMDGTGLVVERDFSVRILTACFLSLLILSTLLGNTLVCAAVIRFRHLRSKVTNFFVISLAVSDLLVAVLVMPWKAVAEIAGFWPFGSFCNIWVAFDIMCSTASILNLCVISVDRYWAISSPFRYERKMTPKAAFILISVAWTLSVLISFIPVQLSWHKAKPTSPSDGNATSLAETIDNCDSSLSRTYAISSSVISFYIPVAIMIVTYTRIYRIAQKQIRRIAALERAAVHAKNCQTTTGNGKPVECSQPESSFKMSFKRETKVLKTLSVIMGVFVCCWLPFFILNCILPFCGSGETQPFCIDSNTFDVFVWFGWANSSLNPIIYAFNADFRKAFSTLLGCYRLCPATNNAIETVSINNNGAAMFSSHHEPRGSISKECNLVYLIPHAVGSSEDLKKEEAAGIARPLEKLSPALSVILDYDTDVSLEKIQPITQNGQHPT
M1 antag – antagonists of rat M1 muscarinic receptor; AID 628, 2007; CHO-M1 cells, Fluo-4 calcium, ACh EC80 antagonist mode; hits give low values; 64,000 tested, 3.4% active; B-score at 10 µM;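 active = calcium fluorescence response, raw or row-and-column corrected B-score, differing from the plate sample mean either way at a set confidence level, mostly lower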
Target sequence (P08482 whole entry, looked up): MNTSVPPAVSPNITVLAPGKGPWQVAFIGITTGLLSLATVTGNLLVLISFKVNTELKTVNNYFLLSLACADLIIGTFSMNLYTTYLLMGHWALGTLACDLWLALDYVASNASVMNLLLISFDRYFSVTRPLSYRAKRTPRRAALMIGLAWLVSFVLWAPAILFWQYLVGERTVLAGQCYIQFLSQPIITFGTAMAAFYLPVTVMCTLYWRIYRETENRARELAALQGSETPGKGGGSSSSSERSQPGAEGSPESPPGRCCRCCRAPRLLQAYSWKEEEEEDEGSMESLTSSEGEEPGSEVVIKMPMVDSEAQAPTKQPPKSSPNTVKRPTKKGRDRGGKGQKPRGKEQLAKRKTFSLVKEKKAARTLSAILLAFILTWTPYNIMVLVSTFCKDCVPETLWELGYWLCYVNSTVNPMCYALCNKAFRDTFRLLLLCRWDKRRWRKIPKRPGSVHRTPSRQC
HEK293 NFkB inh – inhibitors of PMA/ionomycin-induced NF-kB reporter, primary screen, antigen receptor NF-kB inhibitor project, cell-based, HEK-293 luciferase reporter, luminescence; HEK-293 NF-kB luciferase reporter; inhibition, % at 3 µM; 62,000 tested, 0.21% active;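 active = inhibition above the mean of all tested compounds plus 3 SD, cut at about 40% in these data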;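 note: 0% = stimulated DMSO wells and 100% = 10 µM reference inhibitor 5653914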
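Material: HEK-293 cells with stable firefly luciferase reporter driven by four HIV NF-kB elements / Also added: PMA plus ionomycin mix as NF-kB-activating stimulus / Compound dosing: 3 µM once, 0.30% DMSO / Times: 1 h pretreatment, 16 h stimulation, 37 °C / Signal: luminescence / Evaluation: per-plate % inhibition versus controls / Benchmarks: DMSO and 10 µM reference inhibitor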
Ec RNAP inh – E. coli RNAP inhibitors, biochemical | DNA-directed RNA polymerase subunit beta (Escherichia coli (strain K12)), P0A8V2 | inhibition, %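 (tested at 10 µM)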 | E. coli RNA polymerase, fluorescence transcription assay | 62,000 tested, 0.2% active; in the data active = inhibition above about 20%;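 note: 0% = enzyme without compound and 100% = no enzyme blank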
Jurkat tox 60K – cytotoxicity toward Jurkat T cells, primary screen, cytotoxicity control, cell-based, Jurkat E6.1, 60K MLSMR library; 56,000 tested, 1.2% active; AID 463, 2006; inhibition, % at 4 µM; Jurkat E6.1 viability, ATP luminescence, 48 h;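 active = inhibition above the mean inhibition of all tested compounds plus 3 SD, cut at about 28% in these data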
M1 agonist – M1 muscarinic receptor agonists, primary screen, CHO-M1 cells, Fluo-4 calcium, agonist mode | Muscarinic acetylcholine receptor M1 | Fluo-4 calcium fluorescence; hits give high values | B-score at 10 µM | 64,000 tested, 3% active;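 active = fluorescence rise, raw or as B-score row- and column-corrected plate score, outside the 99.7% band of its plate's samples, either direction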
Numbers without * were called inactive; · = no result given.

cpd	structure	TNAP act DEA	S1P1 ag-PAM	S1P3 agonist	D1 mod	M1 antag	HEK293 NFkB inh	Ec RNAP inh	Jurkat tox 60K	M1 agonist
1	O=C(CN1CCN(C(=O)c2ccccc2)CC1)Nc1ncc(Br)cc1Br	0.9	2	-1.4	0.065	-0.18	5	4	5	-0.22
2	Cc1csc(N(C(=O)c2cccc(S(=O)(=O)N(C)C)c2)c2ccccc2)n1	0.9	-35	-0.2	-1.4	-0.47	13	5	1	2.2
3	COc1cc(NC(=O)C2CC(c3cccc(OC)c3OC)=NO2)cc(OC)c1OC (configuration not stated)	1	-3	1.2	-0.27	0.081	13	-15	17	0.3
4	O=C(Nc1c(F)cc(F)cc1Br)c1cc(-c2ccc(O)cc2)on1	0.9	99*	0.5	-2.1	1.9	7	7	6	2.7
5	CC(C)NCC(O)COCc1ccc(Cl)cc1 (configuration not stated)	1	-16	-0.2	-0.093	0.083	10	7	2	-0.13
6	CC1(c2ccccc2)CC(c2ccccc2)=Nc2nonc2N1 (configuration not stated)	0.8	-3	-0.4	2.8	-0.21	12	-7	-7	2.5
7	Cc1ccc2nc(SCC(=O)N3CCCC3)[nH]c2c1	1	-42	0.0	-0.96	-0.055	-29	5	-6	-0.65
8	COc1ccc(-c2[nH]ncc2-c2ccc(Cl)cc2)c(O)c1	1	-4	0.4	·	0.69	-3	4	1	0.41
9	Cc1cc(C)nc(SCc2nnc(SCC(=O)N3CCCc4ccccc43)n2C)n1	0.9	10	-0.8	0.88	2.3	7	13	-1	0.55
10	COC(=O)c1ccccc1N(C)C(=O)C12CCC(C)(C(=O)O1)C2(C)C (configuration not stated)	0.9	-23	-0.6	-0.57	-0.35	17	10	6	-0.28
11	O=C(Nc1ccc2c(c1)OCO2)C1Cc2ccccc2CN1S(=O)(=O)c1cccs1 (configuration not stated)	0.9	-2	-0.1	·	-1.2	6	4	-6	5.5*
12	CC(O)c1c(OCc2ccccc2)ncnc1OCc1ccccc1 (configuration not stated)	0.9	12	-1.5	-0.23	-0.52	30	7	7	1.8
13	Cn1c(=O)c2c(-c3ccccc3)n(-n3cnnc3)cc2n(C)c1=O	0.9	-38	-0.2	0.11	-0.069	6	-2	9	-0.082
14	Cc1nc(SCC(=O)Nc2cccc(Cl)c2)n[nH]1	0.9	2	-0.6	1.1	1.1	9	1	-1	-0.061
15	CC(C)CC(C(=O)Nc1ccc2c(c1)OCCO2)N1C(=O)c2ccccc2C1=O (configuration not stated)	1	-8	0.5	-0.28	0.071	10	6	-11	0.6
16	CCOc1ccc(CNC(=O)NS(=O)(=O)c2ccc(OC)cc2)cc1	0.9	7	-1.7	-0.7	0.53	18	3	9	0.56
17	CCn1c(C)c(C(C)=O)c(NCc2ccccc2)nc1=S	1	6	-0.1	0.64	0.66	-9	-7	5	-0.44
18	Cc1cc(NC(=O)Cn2nc(C(F)(F)F)c3c2CCC3)no1	0.9	-7	-0.7	0.39	·	16	4	-6	·
19	COC(=O)c1ccc(NC(=O)C23CCC(C)(C(=O)O2)C3(C)C)cc1 (configuration not stated)	0.9	·	·	0.73	-0.4	·	4	·	0.7
20	O=C1C(c2ccc(F)cc2)N(C2CCCCC2)C(=O)CN1C1CCCC1 (configuration not stated)	0.9	·	·	-0.46	-1	12	6	·	0.76
21	Nc1nncn1C(=O)CCCN1C(=O)c2ccccc2C1=O	0.9	-4	-0.1	-0.63	-0.0074	15	5	8	0.23
22	CC(C)N1C(=O)c2ccc(C(=O)O)cc2C1=O	0.9	·	-0.3	-0.68	-0.015	9	4	-2	0.083
23	Cc1ccc(NC(=O)NCCc2ccc(S(N)(=O)=O)cc2)cc1	0.9	3	-0.1	-0.78	0	3	8	-2	0.54
24	O=C(c1ccco1)N1CCN(S(=O)(=O)c2ccc3c(c2)CCN3C(=O)C2CC2)CC1	1	-45	-0.3	4.2*	-2.4*	5	7	-2	-1.2
25	O=c1oc(-c2ccco2)nc2c1cnn2-c1ccccc1	0.9	19	-0.1	·	0.033	13	1	-3	-0.5
26	Cc1occc1-c1nnc(SCC(=O)NCCc2ccccc2)n1Cc1ccccc1	0.9	-27	-0.8	0.37	-0.53	26	-1	-2	-0.44
27	COc1ccc2sc(NC(=O)c3ccco3)nc2c1	1	14	-0.8	-5.7*	0.68	-26	5	2	-1.1
28	COc1ccc(C2NC(=O)NC3=C2CCc2ccccc23)cc1 (configuration not stated)	0.9	-17	-1.0	0.5	0.16	0	1	72*	6.9
29	Cc1ccc(-n2nc(C)c3c2OC(N)=C(C#N)C3c2cccs2)cc1 (configuration not stated)	0.9	·	·	-0.53	0.39	7	1	·	-1.2
30	COc1ccc(NC(=O)c2ccco2)cc1NC(=O)c1cccc(OC(C)C)c1	0.9	-2	-1.4	2.2	0.11	9	7	10	1.5

Part of the list above in order of SMILES length, ascending.
cpd	structure	TNAP act DEA	S1P1 ag-PAM	S1P3 agonist	D1 mod	M1 antag	HEK293 NFkB inh	Ec RNAP inh	Jurkat tox 60K	M1 agonist
27	COc1ccc2sc(NC(=O)c3ccco3)nc2c1	1	14	-0.8	-5.7*	0.68	-26	5	2	-1.1
7	Cc1ccc2nc(SCC(=O)N3CCCC3)[nH]c2c1	1	-42	0.0	-0.96	-0.055	-29	5	-6	-0.65
29	Cc1ccc(-n2nc(C)c3c2OC(N)=C(C#N)C3c2cccs2)cc1 (configuration not stated)	0.9	·	·	-0.53	0.39	7	1	·	-1.2

The listing continues:
cpd	structure	TNAP act DEA	S1P1 ag-PAM	S1P3 agonist	D1 mod	M1 antag	HEK293 NFkB inh	Ec RNAP inh	Jurkat tox 60K	M1 agonist
31	CC(=O)c1cc2c(cc1NC(=O)C1CC=CCC1C(=O)O)OCO2 (configuration not stated)	0.9	·	-1.0	0.5	0.45	14	0	6	-0.17
32	Cc1cc(C)cc(NC2=NCC(=O)N2Cc2ccccc2)c1	0.9	·	·	·	-0.47	29	-12	·	-1.3
33	Cc1ccccc1OCc1nnc(SCC(=O)NCc2ccccc2)n1C	0.9	-11	-0.3	-0.33	-0.5	23	6	3	-0.47
34	CCN1CCN(CCCNC(=O)C2c3ccccc3C(=O)N(C)C2c2ccc(OC)cc2)CC1 (configuration not stated)	0.9	·	·	0.53	0.16	7	4	·	-0.23
35	CCc1nnc(NC(=O)CSc2nnc(-c3ccco3)n2C)s1	1	-6	-0.9	0.3	·	6	3	6	·
36	COCc1cc(C)nc(SCC(=O)Nc2cccc(C)c2)c1C#N	1	15	-1.7	0.64	-0.49	13	10	1	1.4
37	C=CCOc1nc2c(c(=O)n(C)c(=O)n2C)n1Cc1ccc(Cl)cc1Cl	0.8	3	-3.6	·	0.85	·	3	·	0.034
38	O=C(COC(=O)CNC(=O)C1CCCCC1)Nc1ccc(Cl)cn1	1	2	-1.0	-0.35	-0.78	-1	-9	16	-0.82
39	Cc1[nH]c(C)c2c(=O)n(-c3ccccc3)ncc12	0.9	-4	0.2	-0.52	0.14	-4	5	-3	0.26
40	COc1cc(-c2cccs2)cc(=O)c2c(C)oc(C)c12	1	-6	-0.3	0.012	-0.33	14	-1	2	-0.14
41	CCn1c(SCC(=O)NCc2ccco2)nnc1C(C)C	1	-5	-0.4	-0.79	0.0081	9	9	-5	0.41
42	CCOc1ccc(C2/C(=C(\O)c3cccc(OC)c3)C(=O)C(=O)N2c2cc(C)on2)cc1OC (configuration not stated)	0.9	3	-1.0	0.014	0.097	4	0	-3	-0.43
43	CCCCC(=O)Nc1ccc2c(c1)C(=O)NC2=O	0.9	5	-0.7	-0.097	-0.61	14	3	8	-0.17
44	COc1cc2c(cc1OC)C(c1ccc3c(c1)OCO3)C1=C(CC(C)(C)CC1=O)N2 (configuration not stated)	1	-59	0.2	0.86	0.11	12	16	0	0.24
45	c1ccc(-c2nnc(CSc3nnc(-c4cccs4)o3)o2)cc1	1	6	-1.1	3	-0.13	10	2	1	-0.017
46	O=C(O)CCC(NC(=O)OCc1ccccc1)C(=O)O (configuration not stated)	0.9	-17	-0.6	0.73	-0.91	0	12	0	0.28
47	CC1CCCC(C(=O)O)N1C(=O)CCSC(=O)c1ccccc1 (configuration not stated)	0.9	4	-0.6	0.32	0.45	17	7	1	0.44
48	CC(=O)c1cccc(NC(=O)Cn2cc3c(n2)CCCC3)c1	0.5	-12	-1.4	·	0.28	13	6	-1	-0.16
49	O=C1Nc2ccccc2OC1CC(=O)N1CCN(c2cccc(C(F)(F)F)c2)CC1 (configuration not stated)	1	15	-0.4	-0.13	-0.81	7	2	-2	0.61
50	Cc1ccc(OCC(=O)Nc2cccc(O)c2)cc1C	1.1	·	-1.2	-1.4	0.0073	5	7	1	-1.2
51	CCOc1ccccc1Nc1ncnc2c1cnn2-c1ccccc1	1	-25	-0.9	·	0.16	13	4	2	0.81
52	COc1ccccc1C(=O)Nc1cc(-c2nn3c(C)nnc3s2)ccc1C	1	-21	-0.4	1.6	0.081	-12	11	-1	0.72
53	CCCN1CN(Cc2ccco2)c2nc3ccccc3n2C1	0.9	-11	1.0	-0.29	-0.18	-5	9	-9	-0.13
54	CCOc1ccccc1N1C(=O)CC(Sc2ncccc2C(=O)O)C1=O (configuration not stated)	0.9	-30	-1.0	-0.31	0.89	6	0	-12	1.3
55	O=C(NCC(c1cccnc1)N1CCN(c2ccccc2F)CC1)OCc1ccccc1 (configuration not stated)	1	·	·	-0.95	-0.62	7	10	·	2
56	CCC(Sc1nc(-c2ccccc2)cc(=O)[nH]1)C(=O)O (configuration not stated)	0.9	-24	-0.8	-0.37	0.78	7	-1	2	-0.33
57	COC(=O)c1cccc(NC(=O)c2nn(C)c(=O)c3ccccc23)c1	0.9	-24	0.8	-1.7	0.26	1	3	2	2.1
58	CCSc1nnc(-c2cccc(S(=O)(=O)N(CC)CC)c2)n1Cc1ccccc1	0.9	7	-0.2	-0.83	-1.6	13	0	8	10*
59	COC(=O)c1c(-c2cccnc2)csc1NC(=O)c1cc(C)on1	0.9	-38	0.0	0.21	-0.29	-32	15	-4	2
60	CCOC(=O)c1c(NC(=O)c2ccc(S(=O)(=O)N3CCOCC3)cc2)sc2c1CCN(C)C2	0.8	·	·	-0.19	-0.93	18	3	·	0.36
61	CCN1c2ccccc2-c2nc3ccccc3n2C1c1ccncc1 (configuration not stated)	0.9	2	-0.1	0.26	-0.077	2	7	-2	0.54
62	CCn1c(Sc2nc(C)nc3scc(-c4cccs4)c23)n[nH]c1=O	1	29	-0.8	8.1*	-0.16	20	·	14	2.3

Two entries from above, with values under each structure:
Values run as follows: TNAP act DEA	S1P1 ag-PAM	S1P3 agonist	D1 mod	M1 antag	HEK293 NFkB inh	Ec RNAP inh	Jurkat tox 60K	M1 agonist
55: O=C(NCC(c1cccnc1)N1CCN(c2ccccc2F)CC1)OCc1ccccc1 (configuration not stated)
→ 1	·	·	-0.95	-0.62	7	10	·	2
56: CCC(Sc1nc(-c2ccccc2)cc(=O)[nH]1)C(=O)O (configuration not stated)
→ 0.9	-24	-0.8	-0.37	0.78	7	-1	2	-0.33
